High-throughput results as filed in PubChem.
Tb PFK block = qHTS Assay to Find Inhibitors of T. brucei phosphofructokinase; ATP-dependent 6-phosphofructokinase (Trypanosoma brucei brucei), O15648; T. brucei PFK, ADP-Glo luminescence; Potency, µM (doses to about 57.5 µM), without a hit: top-dose activity, negative = inhibition, usual class: inhibitors; 0.17% of 330,000 active;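 further: potency means the concentration at half of the fitted maximal effect; 0% = uninhibited 1x PFK enzyme wells and -100% = no-enzyme wells; nearly all actives have a fitted effect of over 60% in size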
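Activity is normalized to no-enzyme wells (full inhibition) and 1.25 nM enzyme wells (no inhibition). Reaction: 0.5 mM F6P, 0.1 mM ATP, 45 min RT, ADP-Glo luminescence; concentration-response curves fitted and classed by quality.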
Mito fusion yeast = qHTS Assay for Small Molecule Inhibitors of Mitochondrial Division or Activators of Mitochondrial Fusion | 0.23% of 320,000 active | S. cerevisiae fusion-defective mutant growth rescue, CellTiterGlo 48 h | Potency, µM (doses to about 46.1 µM), for the others: top-dose growth rescue (activation), most hits filed as activators | AID 485298, 2010;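 further: potency means the concentration at half of the fitted maximal effect; % of control where 0% means no effect; nearly all actives have a fitted effect of over 45% in size; temperature-sensitive fusion mutants such as fzo1-1 at 37 °C on non-fermentable ethanol glycerol medium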
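Yeast fusion mutant, YPEG (non-fermentable carbon), compound, 48 h at 37C non-permissive; CellTiterGlo added, 10 min RT, luminescence read. Rescued growth = division inhibition.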
AT treatment = qHTS Assay for Identifying a Potential Treatment of Ataxia-Telangiectasia; 0.19% of 320,000 active; Potency, µM (series often up to 57.5 µM), inactives show at the highest dose activation, hits mostly activators; […] A-T fibroblasts, KAP-1 phosphorylation AlphaLISA; neocarzinostatin DNA damage 30 min before lysis; further: potency means the concentration at half of the fitted maximal effect; % of control where 0% means no effect; nearly all actives have a fitted effect of over 45% in size
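hTERT-immortalized A-T patient fibroblasts ([…]), 500 cells/well in OPTI-MEM, 1% FBS, got compounds for 60 min, then NCS for 30 min at 37C. Lysates were then assayed for phospho-KAP-1 by AlphaLISA (anti-pKAP1 donor, anti-KAP1 acceptor beads), 6 hr at 25C.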
Eya2 phos inh = qHTS Assay for Inhibitors of the Phosphatase Activity of Eya2; Protein phosphatase EYA2 (Homo sapiens), O00167; recombinant Eya2, OMFP fluorescence dephosphorylation (OMFP is methylfluorescein phosphate); Potency, µM (top dose mostly 76.9 µM), without a hit: at the top dose activity, negative = inhibition, hits mostly inhibitors; 0.006% of 330,000 active; further: potency means the concentration at half of the fitted maximal effect; on the % scale 0 is the no-effect control and ±100 the full control effect
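Eya2 protein (added as 0.2 uM solution) was preincubated with compound for 10 min at ambient temperature in 50 mM HEPES pH 7.5, 50 mM NaCl, 5 uM MgCl2, 0.05% BSA, 1 mM DTT. OMFP (added at 50 uM) then reacted 10 min; fluorescence read at 485/525 nm.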
Chronic BCR inh = qHTS Assay to Find Inhibitors of Chronic Active B-Cell Receptor Signaling; Potency, µM (doses to about 46.1 µM), without a hit: top-dose ratio change, negative = lower green/red ratio, usual class: inhibitors; ABC-DLBCL IkBa-CBG/CBR reporter, luminescence ratio, 4 h; AID 493014, 2011; 0.05% of 340,000 active; active means well fitted inhibition curve with a large enough effect in the signal ratio, with a control signal flat, not every such curve was filed as active; inconclusive means small, poorly fitted or top-dose-only effect, or effect the other way, or a change in a side signal; the % refers to the signal ratio;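 further: potency means the concentration at half of the fitted maximal effect; plate controls were basal doxycycline-induced cells for no effect and cells given 10 µM MG132 for full effect; MG132 reads +100%, hits lower the ratio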
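Compounds up to 46 uM were incubated four hours with TMD8 cells whose green CBG68 luciferase is fused to IkappaBalpha; red CBR luminescence normalised the signal, and concentration-effect curves were fitted to fusion, red and ratio data.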
TCR activator = Activators of T cell receptors: qHTS campaign; primary human leukocytes, anti-CD3, IL-2 HTRF, 48 h; Potency, µM (top dose mostly 9.22 µM), for inactives: at the top dose activation of IL-2 secretion, most hits filed as activators; 330,000 tested, under 10 active; AID 504894, 2011; further: % of control where 0% means no effect
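Activity was scored as IL-2 release from primary human leukocytes given only a TCR signal (a-CD3 beads) plus compound for 48 hr. Detection used a two-antibody HTRF format read at 665nm.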
Integrin act MD = qHTS for Activators of Integrin-Mediated Alleviation for Muscular Dystrophy; 0.064% of 350,000 active; AID 624291, 2012; alpha7betagal myoblasts, beta-gal FDG fluorescence, 48 h; Potency, µM (doses to about 38.3 µM), without a hit: at the top dose activation, usual class: activators;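 further: potency means the concentration at half of the fitted maximal effect; 100% = response of the positive control SU9516; nearly all actives have a fitted effect of over 60% in size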
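alpha7betagal+/- myoblasts (passage 13, 250/well) treated 48 h at 37C with compounds at 1:260 dilution of DMSO stock. Lysed, then beta-galactosidase activity read as FDG fluorescence (ex 480/em 540) after 30 min, with pre-read for autofluorescence.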
ELG1 repair inh = qHTS screen for small molecules that inhibit ELG1-dependent DNA repair in human embryonic kidney (HEK293T) cells expressing luciferase-tagged ELG1; HEK293T ELG1-luciferase reporter, luminescence, 16 h; DNA damage induced by 5-fluorouridine; Potency, µM (series often up to 46.1 µM), without a hit: at the top dose activity change, negative = inhibition, hits mostly inhibitors; 2.3% of 330,000 active; AID 504467, 2011; further: potency means the concentration at half of the fitted maximal effect; on the % scale 0 is the no-effect control and ±100 the full control effect; nearly all actives have a fitted effect of over 55% in size
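Quantitative HTS, concentration-response format. 2,000 cells/well co-treated with 5-fluorouridine and compound, 16 hr in 5% CO2 at 37 °C; ONE-Glo luminescence read after 30 min.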
TSG101-PTAP inh = qHTS Assay for Iinhibitors of HIV-1 Budding by Blocking the Interaction of PTAP/TSG101; Potency, µM (series often up to 115 µM), for the others: at the top dose activity change, negative = inhibition, usual class: inhibitors; Fluorescence polarization, FITC-PTAP peptide / Tsg101 binding; Tumor susceptibility gene 101 protein (Homo sapiens), Q99816; 340,000 tested, under 10 active; active means well fitted inhibition curve with a large enough effect in the main read-out, with a control signal flat, not every such curve was filed as active; inconclusive means small, poorly fitted or top-dose-only effect, or effect the other way, or a change in a side signal; inactive means no such curve, though single readings can be large or run the other way; further: potency means the concentration at half of the fitted maximal effect; % of control where 0% means no effect
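Fluorescence polarization binding of Tsg101 binding domain (10 uM final) to FITC-labeled PTAP peptide (50 nM final) in HEPES pH 7.5 buffer with NaCl, Tween 20, EDTA, TCEP. Compounds added before peptide; binding 20 min at RT.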
TSHR antagonist = Antagonists of the Thyroid Stimulating Hormone Receptor: HTS campaign. Thyrotropin receptor (Homo sapiens), P16473. TSHR-expressing cells, TSH-stimulated cAMP HTRF, 2 h; stronger effect = lower value. activity change, negative = inhibition, % at 11.5 µM. 0.2% of 330,000 active;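 active means activity change below a set negative limit, meaning inhibition stronger than a set level, cut at about -70% in these data; inconclusive means activity change between two set negative limits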; further: on the % scale 0 is the no-effect control and ±100 the full control effect
Target sequence (P16473 whole entry, looked up): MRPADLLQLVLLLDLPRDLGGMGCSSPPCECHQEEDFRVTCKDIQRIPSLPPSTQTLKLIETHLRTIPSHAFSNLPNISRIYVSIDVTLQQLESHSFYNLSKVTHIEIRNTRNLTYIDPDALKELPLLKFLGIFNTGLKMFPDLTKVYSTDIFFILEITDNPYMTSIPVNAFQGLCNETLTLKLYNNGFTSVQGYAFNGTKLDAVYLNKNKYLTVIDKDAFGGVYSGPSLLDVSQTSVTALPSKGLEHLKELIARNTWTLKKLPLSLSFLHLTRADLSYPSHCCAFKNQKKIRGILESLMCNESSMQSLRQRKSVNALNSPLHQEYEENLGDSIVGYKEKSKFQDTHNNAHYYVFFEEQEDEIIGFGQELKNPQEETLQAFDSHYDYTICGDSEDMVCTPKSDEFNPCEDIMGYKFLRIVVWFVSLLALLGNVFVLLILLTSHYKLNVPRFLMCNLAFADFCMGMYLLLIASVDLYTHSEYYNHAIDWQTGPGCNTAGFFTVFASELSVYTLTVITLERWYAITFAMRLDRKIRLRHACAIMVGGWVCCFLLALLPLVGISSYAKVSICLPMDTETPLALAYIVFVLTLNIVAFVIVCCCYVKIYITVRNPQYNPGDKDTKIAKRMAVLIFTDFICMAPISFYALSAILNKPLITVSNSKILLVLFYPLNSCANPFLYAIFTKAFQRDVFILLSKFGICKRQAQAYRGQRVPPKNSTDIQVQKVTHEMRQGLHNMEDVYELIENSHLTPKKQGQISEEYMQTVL
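Read-out is FRET at 665 nm (cryptate excitation 337 nm) from a cryptate-tagged anti-cAMP antibody, competed by cell cAMP against cAMP-d2. Compounds are tested on freshly harvested TSHR cells challenged with 4nM TSH (EC80) for 2 hours at 37 deg C.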
ASM inhibitor = Inhibitors of Secretory Acid Sphingomyelinase (S-ASM): qHTS. placental ASM, HMU-PC fluorogenic substrate, 60 min. Potency, µM (series often up to 57.5 µM), for inactives: top-dose activity change, negative = inhibition, actives largely listed as inhibitors. 0.006% of 340,000 active; further: potency means the concentration at half of the fitted maximal effect
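Steps: dispense placental human ASM, pin compound, wait 10 min at room temperature, add HMU-PC0 substrate at 9 uM final, incubate 60 min at 37 °C, add stop solution raising pH to 10, read fluorescence.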
The depositor's hits bear a star; ? = inconclusive; / = no result given; [ ] = dose if it differs, or a comment. Unless noted, the call rests on the fitted dose curve; in most records, active means well fitted curve in the direction sought with a large enough effect; inconclusive means small, poorly fitted or top-dose-only effect, or another doubt; inactive means no such curve, though single readings can be large; an effect the other way counts as inactive or inconclusive.

#1 CC1CCCC(C)N1C(=O)CN1C(=O)NC2(CCOc3ccccc32)C1=O (stereo not given)
#2 CC(=O)NCCC1CCN(c2nc3nonc3nc2N(C)Cc2ccccc2)CC1
#3 Cc1ccc(C)c(S(=O)(=O)N2CCCOC2CNC(=O)C(=O)NCc2ccc3c(c2)OCO3)c1 (stereo not given)
#4 CN(Cc1cc(-c2ccccc2)on1)C(=O)c1cc(COc2c(F)cccc2F)on1
#5 O=C(CSc1nc2ccccc2c(=O)n1-c1ccc(F)cc1)NC1CCS(=O)(=O)C1 (stereo not given)
#6 O=C(O)c1ccccc1C(=O)Nc1cc(-c2ccccc2)[nH]n1
#7 COc1ccccc1/C=C1\Oc2cc(OC(=O)N3CCOCC3)ccc2C1=O
#8 CC(=O)c1cnc(Nc2ccccc2)s1
Compound	1	2	3	4	5	6	7	8
Integrin act MD	20%	14%	18%	-17%	4%	-12%	34%	16%
Eya2 phos inh	13%	5%	-1%	-3%	7%	1%	4%	-2%
AT treatment	4%	2%	1%	4%	-3%	2%	-35%	-1%
TSG101-PTAP inh	-3%	1%	-1%	-2%	2%	-5%	-14%	-3%
Chronic BCR inh	-3%	10%	-5%	1%	?	?	-1%	4%
ASM inhibitor	4%	-1%	-2%	-2%	7%	1%	82%[activator]	39%[activator]
TCR activator	5%	3%	3%	5%	-3%	1%	8%	1%
ELG1 repair inh	2%	-13%	?	?	30%	19%	35%	?
Tb PFK block	-5%	-4%	-1%	-2%	-9%	11%	0%	-3%
TSHR antagonist	4	-15	-3	9	49	-5	5	-1
Mito fusion yeast	-2%	4%	0%	1%	2%	6%	-2%	11%

#9 CCN1C(=O)C(=O)N(CC(=O)NC(C)CCc2ccccc2)C1=O (stereo not given)
#10 COc1ccc(CCN2CN(S(=O)(=O)c3ccccc3)c3nc4ccccc4nc32)cc1
#11 Cc1cc(NC(=O)COc2ccc(Cl)cc2Cl)n(CCC#N)n1
#12 CCOC(=O)N1CCC(NC(=O)C2=CCN(S(=O)(=O)c3ccc(OC)cc3)CC2)CC1
#13 N#Cc1nc(Cc2cccc3ccccc23)oc1NCCCn1ccnc1
#14 O=C(c1ccccc1)c1ccc(Cn2cc(-c3ccccc3)nn2)cc1
#15 Cc1noc(C)c1S(=O)(=O)N1CCC(C(=O)N2CCN(c3ccc(Cl)cc3)CC2)CC1
#16 Cc1cc(=O)n(CCC(=O)O)c2ccccc12
Compound	9	10	11	12	13	14	15	16
Integrin act MD	-2%	13%	-15%	42%	-9%	-23%	11%	-10%
Eya2 phos inh	13%	-11%	-3%	13%	-13%	-5%	-21%	-1%
AT treatment	5%	-5%	-2%	15%	-5%	8%	4%	-19%
TSG101-PTAP inh	-4%	0%	-6%	-11%	-5%	/	-5%	-4%
Chronic BCR inh	2%	?	3%	0%	-12%	10%	7%	-1%
ASM inhibitor	4%	2%	1%	-1%	-2%	-10%	-1%	3%
TCR activator	6%	-2%[46.1 µM]	-3%	0%	-4%	-4%	-1%	1%
ELG1 repair inh	-2%	-12%	?	?	-10%	?	?	9%
Tb PFK block	-3%	-3%	-9%	0%	3%	0%	4%	-2%
TSHR antagonist	19	26	-14	-12	1	-41	-12	15
Mito fusion yeast	-3%	13%	2%	-7%	0%	-22%	2%	-2%

Already shown: an excerpt of the list.
#13 N#Cc1nc(Cc2cccc3ccccc23)oc1NCCCn1ccnc1
#14 O=C(c1ccccc1)c1ccc(Cn2cc(-c3ccccc3)nn2)cc1
#15 Cc1noc(C)c1S(=O)(=O)N1CCC(C(=O)N2CCN(c3ccc(Cl)cc3)CC2)CC1
#16 Cc1cc(=O)n(CCC(=O)O)c2ccccc12
Compound	13	14	15	16
Integrin act MD	-9%	-23%	11%	-10%
Eya2 phos inh	-13%	-5%	-21%	-1%
AT treatment	-5%	8%	4%	-19%
TSG101-PTAP inh	-5%	/	-5%	-4%
Chronic BCR inh	-12%	10%	7%	-1%
ASM inhibitor	-2%	-10%	-1%	3%
TCR activator	-4%	-4%	-1%	1%
ELG1 repair inh	-10%	?	?	9%
Tb PFK block	3%	0%	4%	-2%
TSHR antagonist	1	-41	-12	15
Mito fusion yeast	0%	-22%	2%	-2%

Next section
#17 COc1ccc(S(=O)(=O)N(C)CC(=O)Nc2c(F)cccc2F)cc1
#18 Cc1nc(Nc2ccc(S(N)(=O)=O)cc2)sc1-c1ccccc1
#19 Cc1ccsc1C1NC(=O)c2c(sc3c2CCCC3)N1 (stereo not given)
#20 N#Cc1ccccc1NC(=O)CN1CCN(Cc2ccccc2)CC1
#21 CC1(C)NC(=O)N(CCOc2ccc3c(c2)CCC3)C1=O
#22 O=C(CCSc1ccc(Cl)cc1)N1CCN(S(=O)(=O)c2ccccc2)CC1
#23 COc1ccc([N+](=O)[O-])cc1NC(=O)C(C)OC(=O)C1CC(=O)N(Cc2ccco2)C1 (stereo not given)
#24 O=c1oc2ccc(NS(=O)(=O)c3cccc4cccnc34)cc2s1
Compound	17	18	19	20	21	22	23	24
Integrin act MD	12%	5%	18%	-19%	3%[7.66 µM]	?	7%	?
Eya2 phos inh	13%	2%	10%	3%	8%	14%	27%	1%
AT treatment	3%	7%	-1%	-4%	7%	7%	-3%	-3%
TSG101-PTAP inh	0%	0%	0%	-5%	-5%	0%	0%	-6%
Chronic BCR inh	0%	?	?	?	0%	1%	0%	?
ASM inhibitor	-2%	-18%	55%[activator]	6%	3%	-3%	-2%	1%
TCR activator	-2%	-9%	10%[46.1 µM]	-2%	/	-5%	1%	3%
ELG1 repair inh	5%	?	?	5%	-4%	?	10%	-8%
Tb PFK block	1%	-11%	-4%	0%	3%	1%	0%	-1%
TSHR antagonist	7	-7	-15	-9	-12	-17	-11	-9
Mito fusion yeast	-1%	-13%	13%	-3%	-4%	23%	-4%	29%

#25 COc1ccccc1Nc1nc(-c2sc(NC(=O)CC(C)C)nc2C)cs1
#26 COc1ccc(C(=O)NC(=O)COC(=O)C2CC2C)cc1 (stereo not given)
#27 CCOC(=O)c1c(C)[nH]c(C(=O)N/N=C\c2ccccc2O)c1C
#28 O=C1CCC(=O)N1OCCCCOc1ccccc1
#29 CC1=C(C(=O)N2CCN(C(=O)c3ccco3)CC2)C2(CCC(C)CC2)OC1=O (stereo not given)
#30 Cn1c(C(=O)O)c(C=O)c2ccccc21
#31 COC(=O)c1cc(CSC(=N)N)ccc1OCCC(C)C
#32 C(=N\n1cnnc1)/c1ccc(-c2ccccc2)cc1
Compound	25	26	27	28	29	30	31	32
Integrin act MD	-6%	14%	-3%	9%	11%	37%	-80%[inhibitor]	29%
Eya2 phos inh	22%	4%	-2%	-8%	5%	7%	-17%	-14%
AT treatment	8%	-3%	3%	0%	1%	-1%	2%	-3%
TSG101-PTAP inh	-4%	-3%	-3%	-2%	-3%	-2%	-7%	0%
Chronic BCR inh	1%	1%	4%	12%	-4%	-8%	?	-15%
ASM inhibitor	-14%	1%	47%[activator]	4%	0%	4%	-3%	-4%
TCR activator	0%	-3%	1%[46.1 µM]	10%[46.1 µM]	-4%[46.1 µM]	-2%	5%	3%
ELG1 repair inh	?	-13%	?	11%	4%	-8%	-12%	0%
Tb PFK block	-8%	9%	-1%	2%	-4%	-2%	2%	0%
TSHR antagonist	0	0	-6	9	-13	-2	5	-8
Mito fusion yeast	7%	/	0%	3%	-4%	-5%	-5%	4%
